RBBP9 inh – blocks human serine hydrolase RBBP9; O75884; recombinant RBBP9, FP-Rh probe fluorescence polarization; inhibition, % at 7.94 µM; hit rate 0.2% among 220,000; AID 1515;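 active = inhibition above the campaign mean of all tested compounds plus 3 SD, cut at about 14% in these data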;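 also: plate controls were DMSO wells with RBBP9 for no effect and wells lacking RBBP9 protein for full effect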
Target sequence (O75884 whole entry, looked up): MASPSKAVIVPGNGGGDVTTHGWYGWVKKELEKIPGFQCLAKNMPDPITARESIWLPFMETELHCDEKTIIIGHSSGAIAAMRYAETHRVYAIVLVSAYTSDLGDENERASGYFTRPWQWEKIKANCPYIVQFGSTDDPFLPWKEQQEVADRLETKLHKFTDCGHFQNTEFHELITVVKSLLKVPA
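Controls: DMSO-treated enzyme wells and wells lacking RBBP9 | Material: RBBP9 protein | Technique: Fluorescence polarization | Replication: Single well per compound, no replicates | Buffer or medium: Tris-NaCl-Pluronic buffer, pH 8.0 | Timing: 30 min compound preincubation, 45 min probe labeling, 25 °C | Read-out basis: Percent inhibition from mP, scaled between DMSO and no-protein wells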
TNF death inh – blocks TNF-alpha induced death of Jurkat FADD-/- cells. Jurkat FADD-/- TNF necroptosis rescue, ATP luminescence, 24 h; 0 = TNF only, 100 = no-TNF cells. AID 463075. activation (protection from cell death), % at 10 µM. hit rate 0.068% among 220,000;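 active = activation, meaning protection from cell death, of at least 50% relative to plate controls; inactive = activation below 50%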;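 also: necroptosis triggered by 40 ng/mL TNF-alpha added together with compound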
TRPML3 ag – agonists of human TRPML3 channel. HEK293 TRPML3-YFP, Fluo-8 calcium fluorescence; 100% = the carbachol control signal. activation, % at 3 µM. hit rate 0.29% among 220,000;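 active = activation above its plate's cutoff, the mean activation of the plate's test wells plus 3 SD, cut at about 12% in these data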;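 also: 0% = DMSO only wells and 100% = carbachol wells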
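system = HEK293 cells stably carrying human TRPML3-YFP | doses = one concentration, 3 µM nominal, 0.3% DMSO | timing = dye loading 1 h 37 °C then 30 min ambient, 125 s read | detection = Fluo-8 calcium dye fluorescence, ex 470-495, em 515-575 nm | benchmarks = high control carbachol 87 µM, low control DMSO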
Ba/F3 V617F tox – loss of viability in JAK2V617F-driven Ba/F3 cells; Ba/F3 EpoR-JAK2V617F viability, ATP luminescence; AID 1446; hit rate 1.1% among 220,000; inhibition, % at 5.6 µM;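 active = inhibition above the campaign mean plus 3 SD over all tested compounds, cut at about 24% in these data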;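 also: cytokine-independent growth of Ba/F3 cells driven by EpoR plus mutant JAK2; 0% = DMSO-treated cells and 100% = JAK inhibitor I control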
BaF3 tox – reduces parental Ba/F3 cell viability, JAK2V617F counter-screen | CellTiter-Glo ATP luminescence | inhibition, % at 5.6 µM | hit rate 1.1% among 220,000 | AID 1486;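 active = inhibition above a per-campaign cutoff, the mean inhibition of all tested compounds plus 3 SD, cut at about 27% in these data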;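 also: 0% = DMSO wells and 100% = JAK Inhibitor I control wells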
PPC-1+TRAIL kill – kills PPC-1 cancer cells in the presence of TRAIL; PPC-1 cells + TRAIL, ATPLite viability luminescence; hit rate 0.41% among 220,000; cell killing (% activity), % at 4 µM;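 active = cell killing above 50% in the first pass at 4 µM, then a duplicate retest at 5 µM averaging 50% or more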;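 also: plate controls were cells with TRAIL plus DMSO for no effect and medium-only wells lacking cells for full effect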
CHOP inh – inhibitors of CHOP induction in ER stress response; AID 2732; CHO-K1 CHOP-promoter luciferase, tunicamycin-induced, 15-18 h; hit rate 3.8% among 220,000; inhibition, % at 10 µM;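 active = compounds that reduced the stress-induced luciferase reporter signal by more than about 70% of percent inhibition, limit read from the data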;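 also: 0% = tunicamycin plus vehicle and 100% = wells without tunicamycin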
Wee1 degr inh – inhibitors of human Wee1 degradation; hit rate 1.2% among 220,000; P30291; reporter increase, % at 5 µM; AID 1321; HeLa Luc-Wee1K328M stability, luciferase luminescence; 100% = proteasome inhibitor MG132 effect;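 active = activation above the mean of all tested compounds plus 3 SD, set per screening run, cut at about 8.8% in these data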;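 also: cells exposed to compound for 20 h before luminescence read; 0% = DMSO alone and 100% = MG132 at 30 µM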
Target sequence (P30291 whole entry K328M): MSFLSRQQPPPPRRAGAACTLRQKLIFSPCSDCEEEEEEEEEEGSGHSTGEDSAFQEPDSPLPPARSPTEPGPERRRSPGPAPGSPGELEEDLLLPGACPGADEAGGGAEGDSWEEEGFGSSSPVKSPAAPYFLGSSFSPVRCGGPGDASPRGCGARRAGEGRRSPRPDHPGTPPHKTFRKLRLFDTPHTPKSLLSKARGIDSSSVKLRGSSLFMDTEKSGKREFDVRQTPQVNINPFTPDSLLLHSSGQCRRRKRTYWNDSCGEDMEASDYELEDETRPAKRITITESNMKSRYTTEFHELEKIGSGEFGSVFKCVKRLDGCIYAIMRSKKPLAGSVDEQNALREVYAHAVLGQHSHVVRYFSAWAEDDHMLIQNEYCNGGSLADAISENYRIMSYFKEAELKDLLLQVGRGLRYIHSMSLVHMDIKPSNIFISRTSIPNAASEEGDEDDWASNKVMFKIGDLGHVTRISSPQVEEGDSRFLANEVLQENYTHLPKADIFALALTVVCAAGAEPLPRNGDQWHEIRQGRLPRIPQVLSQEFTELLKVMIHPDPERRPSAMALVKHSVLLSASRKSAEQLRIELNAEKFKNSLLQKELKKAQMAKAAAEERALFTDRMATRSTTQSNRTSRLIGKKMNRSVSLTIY
zfTRPN1 agonist – agonists of zebrafish TRPN1 channel | HEK293 zebrafish TRPN1-YFP, Fluo-8 calcium fluorescence; 100% = response to 87 µM carbachol | activation, % at 3 µM | hit rate 0.18% among 220,000;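 active = activation above its plate's cutoff, the mean activation of test wells on that plate plus 3 SD, cut at about 19% in these data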;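 also: 0% = DMSO alone and 100% = 87 µM carbachol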
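Material – zebrafish TRPN1-YFP in HEK293 cells · Doses – 3 µM single point · Schedule – dye 1 h 37 °C plus 30 min RT · Signal – Fluo-8 calcium fluorescence, excitation 470-495 nm, emission 515-575 nm · Read-out – % activation versus carbachol response · Control set – carbachol high, DMSO low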
Active calls of the source: *; · = not tested or not shown.

SMILES	RBBP9 inh	TNF death inh	TRPML3 ag	Ba/F3 V617F tox	BaF3 tox	PPC-1+TRAIL kill	CHOP inh	Wee1 degr inh	zfTRPN1 agonist
CN(C)c1nc(N2CCN(c3ccc(F)cc3)CC2)c(C#N)c(=O)o1	-3	-1.4	0.7	28*	13	41	-6	-2	1.6
Cc1cccc(OCC(=O)N(C)CCc2ccccn2)c1	-4	0.3	0.9	3	6	24	7	-1	-0.8
CC(NS(=O)(=O)c1ccc(Br)cc1)C(c1cccs1)N1CCN(C)CC1 (configuration not stated)	-2	1.9	0.0	-6	0	-4	1	2	0.2
CC1(C)Oc2ccc(C(=O)N3CCCC3)cc2N(CC(=O)NCc2ccccc2)C1=O	-10	-0.4	0.2	3	10	-8	-23	-1	-1.3
COc1ccc(NC(=O)NCCc2ccc(Cl)cc2)cc1OC	6	1.7	0.0	-5	5	-13	-5	3	-1.1
O=C(Oc1ccccc1[N+](=O)[O-])c1cccnc1	-8	-3.5	1.0	1	6	-8	14	-2	-1.0
CC(=O)C1C(c2ccc([N+](=O)[O-])cc2)c2c(noc2C)CC1(C)O (configuration not stated)	-1	1.8	1.3	-3	-3	-10	11	-1	-1.9
COc1ccc(-c2nc3ccc([N+](=O)[O-])cc3o2)cc1	-5	-0.6	0.5	4	5	22	-25	3	-0.7
Cc1cccc(C)c1NC(=O)CSc1nnc(NC(=O)c2ccccc2C(=O)O)s1	-8	2.1	0.8	0	-1	5	-19	5	0.4
Cc1ccc2nc(NC(=O)CSc3nncc(=O)n3N)sc2c1	-5	1.3	0.3	1	7	-12	-7	2	0.9
CC(NC(=O)COC(=O)/C(=C/c1cccs1)c1cccs1)c1ccccc1 (configuration not stated)	-6	1.2	-0.7	3	6	30	34	2	0.8
O=C(c1ccc(Cl)s1)N1CCCC1	-5	-0.2	0.4	-2	5	-3	8	0	-0.3
CCOC(=O)c1nn(-c2cccc(Cl)c2)c2nc(CC(C)C)c(C#N)c(=O)n12	-7	-1.6	-0.5	-2	7	2	16	-2	1.6
Cc1ccccc1NC(=O)C1CCCN(S(=O)(=O)c2cnc[nH]2)C1 (configuration not stated)	13	-0.9	-0.5	-3	2	-8	8	2	1.5
CC1CCCCN1CCn1c(=S)[nH]c2ncccc2c1=O (configuration not stated)	-14	-0.1	0.7	-2	5	-28	20	-2	0.9
O=C(NCCN1CCOCC1)c1cnn2c1NC(c1cccs1)CC2C(F)(F)F (configuration not stated)	-8	0.5	0.9	-2	5	16	4	0	0.1
Cc1ccc(N/N=C(\Cc2nc3ccccc3[nH]2)c2ccccc2)cc1	1	-5.9	-0.5	14	19	19	19	16*	0.1
Cn1c(SCc2ccccn2)nnc1-c1cnccn1	-6	1.2	0.3	-1	8	9	5	-1	-0.2
O=C(CN1C(=O)NC(Cc2ccccc2)C1=O)Nc1ccc(F)cc1 (configuration not stated)	-7	6.9	0.8	-3	-1	20	3	2	0.1
CN1CCN(C(=O)C2=C[C@@H](c3ccccc3)C[C@@H](OCCCCO)O2)CC1	-2	-0.2	-0.1	0	2	13	13	-4	0.9
COC(=O)C1=C(C)N=c2s/c(=C/c3ccoc3)c(=O)n2C1c1ccccc1 (configuration not stated)	-9	-3.2	0.6	-2	4	-3	32	-3	0.7
Cn1c(CO)cnc1SCc1ccccc1	-8	-2.7	0.0	0	0	6	-18	-3	1.0
O=C(O)CC(C(=O)NCc1ccccc1)C1CCCO1 (configuration not stated)	-8	1.9	0.2	-3	1	10	5	6	0.5
O=S(=O)(c1ccccc1)N1CCN(c2nnnn2-c2ccccc2)CC1	0	0.1	0.1	-3	2	17	19	-1	0.8
CC(=O)Nc1ccc(SCC(=O)Nc2sccc2C#N)cc1	-8	1.7	0.7	0	4	-4	-5	-1	0.8
CC(C)(C)NC(=O)CN(C(=O)CS(=O)CC(=O)Nc1ccc(F)cc1)c1ccccc1F (configuration not stated)	-7	0.3	0.9	-2	-2	-10	3	-2	0.2
CC(C)(C)NC(=O)NC(=O)COC(=O)c1cccc(S(=O)(=O)N2CCCCC2)c1	-5	2.0	0.9	4	7	42	-14	-1	2.6
CCOc1ccc(Br)cc1CSC(=N)N	-5	-0.4	0.7	5	6	9	27	-3	0.9
CC(C)CC(=O)N1CC(C)N(C(=O)CC(C)C)CC1C (configuration not stated)	-5	1.4	0.7	-2	2	15	9	-1	-0.2
CCN=C1SCC(=O)N1c1ccc(OC)cc1	-4	-2.5	0.0	4	6	-12	38	-1	-0.4
CCOC(=O)N1CCN(c2c(NCc3cccs3)c(=O)c2=O)CC1	3	-6.5	-0.2	-2	8	3	·	-1	1.6
Cc1onc(-c2ccccc2)c1C(=O)Nc1nnc(N2CCCCCC2)s1	-9	1.3	-0.1	4	7	15	42	0	0.5
COc1ccc(OC)c(N/C(C)=C/C(=O)c2ccccc2)c1	-7	1.1	1.2	-2	-1	44	23	-3	-1.3
CC(=O)NC1C(OCc2ccccc2)OC(COC(C)=O)C(OC(C)=O)C1OC(C)=O (configuration not stated)	-14	1.2	0.4	-1	4	-11	35	0	1.0
Cc1onc(-c2ccccc2Cl)c1C(=O)Nc1ccc(S(=O)(=O)Nc2nccs2)cc1	-5	1.7	0.8	1	4	13	-2	1	-0.1
CCOC(=O)C1CCCN(C(=O)c2ccc([N+](=O)[O-])cc2)C1 (configuration not stated)	-6	0.4	0.5	5	8	36	-2	0	0.2
CC(C)c1nnc(NC(=O)CCC(=O)N2CCN(C3CCCCC3)CC2)s1	-5	0.8	-0.6	7	2	14	-3	-1	-0.3
FCCCOc1ccc(/C=N/OCc2c(Cl)cccc2Cl)cc1	5	-0.6	0.5	-1	6	12	-22	-1	0.6
CC1CC(C)CN(C(=O)C2CCCN(S(=O)(=O)c3cccc4nonc34)C2)C1 (configuration not stated)	-7	1.3	1.5	-1	3	38	21	1	0.5
COC(=O)CSc1nc2nc(C)c(Br)cc2[nH]1	9	0.7	0.0	-5	-2	17	25	-1	-0.7
N#Cc1c(SCC(N)=O)nc2c(c1-c1ccncc1)CCCC2	2	1.1	0.6	0	5	30	25	0	2.3
CC(C)(C)c1ccc(C(=O)C2CCCN(C(=O)C3CCOCC3)C2)cc1 (configuration not stated)	-6	0.9	0.9	1	8	·	5	-1	1.8
c1csc(-c2nn3cnnc3c3ccccc23)c1	1	-2.2	1.0	0	5	13	10	0	0.8
CCCN1C(=O)c2cc(C(=O)NC3CCCC3)ccc2C1O (configuration not stated)	-9	1.2	1.2	1	3	5	-20	2	1.7
Cc1cccc(C)c1NC(=O)NN1C(C)CCCC1C (configuration not stated)	-6	-0.3	0.1	-2	2	30	11	0	-1.6
Cc1nc(NS(=O)(=O)c2ccccc2)sc1NC(=O)Nc1ccc(Cl)cc1	-2	3.8	0.4	0	0	26	-2	-1	0.8
CN(C)c1ccc(N=c2sc3ccccc3n2C)cc1	12	-6.5	-0.5	-5	-2	11	69	3	-2.8
O=S(=O)(c1ccccc1)c1nc(-c2ccccc2)oc1N1CCCC1	-6	-0.2	0.3	-1	-2	18	2	-1	-0.2
CCOc1ccc(NC(=O)N2CCN(CC)CC2)cc1	-1	-0.4	1.2	2	-2	12	6	-1	1.3
O=S(=O)(c1cccc(C(F)(F)F)c1)N1CCN(C(=S)NCc2ccco2)CC1	-9	2.5	1.0	-1	8	26	19	5	1.9
Cc1c(Cl)c([N+](=O)[O-])nn1CC(=O)N1CCN(Cc2ccccc2)CC1	-6	1.0	0.1	-4	-2	22	-2	-2	0.2
COc1ccc(C(=O)NCC(=O)NCC(=O)OCc2ccc(Br)cc2)cc1	0	-0.2	0.0	2	8	12	22	-3	-0.1
Cc1cc(C)c[n+](CC(=O)c2ccc(-c3ccccc3)cc2)c1	-8	2.6	0.9	-4	4	33	12	-3	1.9
CC(C)(C)C1CCc2c(C(=O)NNC(=O)CCCC(=O)O)csc2C1 (configuration not stated)	-8	0.7	0.5	-4	0	11	7	-1	-0.6
COc1c2ccoc2nc2c(OC)c(O)ccc12	3	-0.8	0.4	0	3	12	18	-1	-0.8
Fc1ccc(Nc2nc(-c3cccnc3)cs2)cc1	-14	0.1	0.8	1	3	·	2	4	-0.2
Cc1ccc(/C=C2/SC(=S)N(CCC(=O)N3CCN(c4ccccc4)CC3)C2=O)cc1	-1	-1.5	0.2	1	2	3	-8	1	0.3
O=C(CSCc1ccc(Cl)cc1)N/N=C/c1ccccc1	-3	2.0	0.8	-3	0	10	-10	6	-1.1
O=C(NC1CCSC1=O)c1ccc(Oc2cccc(C(F)(F)F)c2)nc1 (configuration not stated)	-8	-2.3	0.2	-1	4	4	37	1	-0.8
CC1CCCCN1CCCNC(=O)c1cc(Br)c(Br)[nH]1 (configuration not stated)	0	3.4	1.5	-1	2	0	-2	2	1.8

The last three records of the part above are carried over, then new ones follow.
SMILES	RBBP9 inh	TNF death inh	TRPML3 ag	Ba/F3 V617F tox	BaF3 tox	PPC-1+TRAIL kill	CHOP inh	Wee1 degr inh	zfTRPN1 agonist
O=C(CSCc1ccc(Cl)cc1)N/N=C/c1ccccc1	-3	2.0	0.8	-3	0	10	-10	6	-1.1
O=C(NC1CCSC1=O)c1ccc(Oc2cccc(C(F)(F)F)c2)nc1 (configuration not stated)	-8	-2.3	0.2	-1	4	4	37	1	-0.8
CC1CCCCN1CCCNC(=O)c1cc(Br)c(Br)[nH]1 (configuration not stated)	0	3.4	1.5	-1	2	0	-2	2	1.8
Cc1csc2nc(CCNS(=O)(=O)c3ccc4c(c3)OCCO4)cn12	-5	0.9	0.6	-1	5	-1	15	1	1.5
CN(C(=S)NCCN1CCOCC1)C(c1ccccc1)c1ccccc1	-5	0.2	0.7	16	44*	10	47	-2	-0.2
Cc1c(-n2c(SCC(=O)NC(C)C(C)C)nc3ccccc3c2=O)c(=O)n(-c2ccccc2)n1C (configuration not stated)	0	1.3	1.1	1	5	15	-11	3	1.4
COc1ccc(C)cc1NC(=O)CCC(=O)Nc1ccc2nc(N3CCN(C)CC3)cc(C)c2c1	-6	4.7	0.0	0	12	1	-5	2	-0.1
Cc1ccc(S(=O)(=O)N2CCCCC2)cc1NC(=O)COC(=O)c1ccc(O)cc1	-3	0.1	1.5	-4	-1	14	-11	-2	4.1
Cc1cccc(NC(=O)c2snc3c(=O)[nH]cnc23)c1	-5	-3.5	0.8	1	7	12	18	-1	1.5
Cc1cc(C(C)(C)C)ccc1OCCN(C)C	-1	-3.0	0.9	-1	6	11	9	-2	1.1
